Apaf-1 inh: blocks human Apaf-1 apoptosome activity; O14727; reconstituted apoptosome caspase-3 activity, DEVD-Rh110 fluorescence; inhibition, % at 20 µM; hit rate 0.71% among 330,000; active = inhibition of at least 40% at 20 µM;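 note: plate controls were DMSO wells for no effect and DEVD-CHO caspase inhibitor wells for full effect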
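System – cell-free apoptosome with Apaf-1, procaspase-3 and caspase-9 · Buffer or medium – pH 7.5 Hepes buffer with CHAPS, BSA, DTT · Also added – cytochrome c with DEVD-Rh110 · Times – 30 min compound preincubation, 50 min activation, room temperature · Technique – Rh110 fluorescence intensity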
CCR6 antag: antagonists of human CCR6 receptor; inhibition, % at 20 µM; CHO-K1 CCR6 PathHunter beta-arrestin, luminescence, CCL20-stimulated; AID 493098; hit rate 0.49% among 340,000; P51684;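 active = compounds whose inhibition of the agonist-driven luminescence signal at 20 µM reaches about 50%, limit read from the data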;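 note: cells stimulated with CCL20 at 14 nM final; plate controls were DMSO with CCL20 for no effect and DMSO without agonist for full effect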
Target sequence (P51684 whole entry, looked up): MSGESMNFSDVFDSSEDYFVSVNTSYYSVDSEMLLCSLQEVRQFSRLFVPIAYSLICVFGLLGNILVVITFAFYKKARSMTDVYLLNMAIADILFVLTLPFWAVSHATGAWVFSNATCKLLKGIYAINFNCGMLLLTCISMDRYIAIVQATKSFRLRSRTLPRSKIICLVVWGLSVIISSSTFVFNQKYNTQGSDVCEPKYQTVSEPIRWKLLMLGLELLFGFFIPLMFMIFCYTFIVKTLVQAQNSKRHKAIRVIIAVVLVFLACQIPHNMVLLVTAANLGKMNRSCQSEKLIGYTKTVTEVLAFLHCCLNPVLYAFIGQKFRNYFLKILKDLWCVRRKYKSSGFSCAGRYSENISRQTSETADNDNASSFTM
697 NFkB inh: inhibitors of the PMA/ionomycin-induced NF-kB reporter in 697 B cells | inhibition, % at 4 µM | AID 435022 | 697 B-cell NF-kB luciferase reporter, 16 h | hit rate 0.33% among 330,000; in the data active = inhibition above about 35%
SENP8 block: inhibitors of human SENP8 protease | Q96LD8 | purified SENP8, Z-RLRGG-aminoluciferin cleavage, luminescence | inhibition, % at 10 µM | hit rate 1.2% among 330,000 | AID 2540
Target sequence (Q96LD8 whole entry, looked up): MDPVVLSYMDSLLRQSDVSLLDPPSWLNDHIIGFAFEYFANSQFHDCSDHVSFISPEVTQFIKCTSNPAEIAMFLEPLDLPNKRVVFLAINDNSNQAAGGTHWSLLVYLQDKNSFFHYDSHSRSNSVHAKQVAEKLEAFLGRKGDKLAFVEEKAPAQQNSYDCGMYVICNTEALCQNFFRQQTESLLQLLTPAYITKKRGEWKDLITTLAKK
EBI2 block: EBI2 (human) antagonism; P32249; EBI2 beta-arrestin recruitment, luminescence, 7a,25-OHC stimulated; inhibition, % at 5 µM; hit rate 0.81% among 360,000; AID 651636; in the data active = inhibition above about 38%;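 note: enzyme fragment complementation signal reports receptor beta-arrestin coupling in cells; 0% = agonist plus DMSO wells and 100% = wells without agonist; some results beyond the cut were filed as inactive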
Target sequence (P32249 whole entry, looked up, the tested form may be a part): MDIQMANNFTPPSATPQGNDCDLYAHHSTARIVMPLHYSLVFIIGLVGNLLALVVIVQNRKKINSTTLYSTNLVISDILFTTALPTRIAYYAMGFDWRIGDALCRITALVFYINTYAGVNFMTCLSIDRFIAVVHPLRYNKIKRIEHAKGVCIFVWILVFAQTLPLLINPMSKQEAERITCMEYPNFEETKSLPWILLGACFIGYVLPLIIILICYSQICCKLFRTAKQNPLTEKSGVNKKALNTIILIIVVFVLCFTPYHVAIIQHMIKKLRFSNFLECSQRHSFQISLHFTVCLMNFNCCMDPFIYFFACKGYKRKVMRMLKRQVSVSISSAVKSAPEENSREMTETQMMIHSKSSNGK
UBC13 inh: blocks human UBC13 polyubiquitin chain formation. AID 485273. inhibition, % at 20 µM. P61088. TR-FRET. hit rate 0.47% among 330,000; in the data active = inhibition above about 45%, passing the limit was not always enough
Target sequence (P61088 whole entry, looked up): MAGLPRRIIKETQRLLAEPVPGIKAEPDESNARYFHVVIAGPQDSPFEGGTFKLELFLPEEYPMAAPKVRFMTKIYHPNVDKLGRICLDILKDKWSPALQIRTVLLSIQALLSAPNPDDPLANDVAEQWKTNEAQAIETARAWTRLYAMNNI
Gli-Sufu block: blocks Gli-Sufu signaling in a luciferase reporter; hit rate 0.74% among 340,000; Sufu-KO-LIGHT fibroblasts, Gli luciferase reporter luminescence; inhibition, % at 5 µM;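 active = inhibition above about 55%, limit read from the data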;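 note: 0% = DMSO-treated cells and 100% = wells with medium but no cells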
Jurkat NFkB inh: lowers PMA/ionomycin-induced NF-kB signal in Jurkat cells | PMA/ionomycin-induced NF-kB luciferase reporter, luminescence | inhibition, % at 4 µM | hit rate 0.53% among 330,000 | AID 435003
The depositor's hits bear a star. Cut-off read from the data, not from the text of the source, unless noted: active = inhibition above about 50%; inactive = the rest. These rows are one share of the data; rates above refer to the full screens.

SMILES	Apaf-1 inh	CCR6 antag	697 NFkB inh	SENP8 block	EBI2 block	UBC13 inh	Gli-Sufu block	Jurkat NFkB inh
CCCCNc1nc(Nc2ccc(C)c(Cl)c2)c2cnn(C)c2n1	23.4	-0.9	-50.7	-16.1	19.1	42.1	45.7	-16.6
C=CCc1ccccc1OCC(=O)O	-21.2	-6.7	15.5	-6.9	-10.1	14.8	1.8	11.6
Cc1ccc2nc(SCC(=O)c3ccc4c(c3)OCO4)[nH]c2c1	18.7	1.7	-40.3	3.5	3.3	-4.5	-3.9	-16.6
O=C1CN=C(Nc2ccccc2)N1Cc1cccs1	-4.0	-2.7	-5.0	-7.0	-10.1	10.3	1.8	1.3
NC(=O)C1=C[C@@H](c2csc3ccccc23)C[C@@H](OCc2ccc(CO)cc2)O1	23.0	10.3	4.5	-6.5	5.1	7.1	12.6	-6.5
COc1cccc2c(=O)n(CC(=O)NC3CCCCC3)ccc12	14.1	2.4	-1.5	-12.9	-6.6	-0.1	-0.7	-26.4
CCOC(=O)N1CCC(NS(=O)(=O)c2cc3c(cc2C)NC(=O)CO3)CC1	-13.5	0.1	-0.4	-8.0	-6.0	6.0	3.2	7.9
COc1ccccc1CC(=O)N1CCC(CCC(=O)NC2CC2)CC1	3.0	21.5	-18.7	-6.6	-20.1	-4.1	-10.4	10.6
O=C(CCCc1ccccc1)NCCC1=CCCCC1	1.4	5.4	-1.6	-4.4	10.4	5.7	-26.8	-19.8
C=CCSC1=N/C(=C\c2sccc2C)C(=O)S1	9.4	14.0	2.2	3.0	-9.9	0.3	1.1	6.0
c1ccc(CSc2nc3ncncc3[nH]2)cc1	5.6	7.9	-4.5	-17.8	3.3	-0.9	3.5	5.5
Cc1cc(C)n(-c2ccc(C(=O)OCC(=O)N3CCN(c4ccccc4)CC3)cc2)n1	13.5	13.1	2.2	-12.9	-3.0	-4.1	0.6	-13.4
CCN(CC)c1ccc(NC(=O)CN2CCN(CC(=O)Nc3ccccc3F)CC2)cc1	6.3	-8.8	-1.0	-3.5	5.4	4.0	-2.8	-5.0
O=C(C[n+]1cccc2ccccc21)c1ccc(NC(=O)c2ccccc2)cc1	-1.3	-0.6	6.3	1.2	-2.4	0.0	1.0	-12.7
O=C(CCC(=O)N1CCN(Cc2ccccc2)CC1)Nc1nnc(C2CCCCC2)s1	5.7	8.8	-8.0	-10.2	-2.2	-5.4	3.6	-5.5
Cc1cccc(NC(=S)N2CCN(c3ccccc3F)CC2)c1C	9.5	5.0	-26.5	-10.6	2.5	0.9	8.5	-23.8
O=C(COc1ccc(C(=O)c2ccccc2)cc1)Nc1cccnc1	11.4	-17.3	2.1	-4.9	3.3	5.5	-12.8	41.2
O=C1C(=O)N(CCN2CCOCC2)C(c2cccnc2)/C1=C(/O)c1ccc(Cl)cc1 (stereo not drawn)	-3.4	-8.2	10.5	-6.3	11.9	-2.7	29.2	-2.6
Cc1c(CCC(=O)NCCC(=O)O)c(=O)oc2cc3occ(-c4ccccc4)c3cc12	4.4	12.1	6.0	-3.8	3.8	-3.0	1.7	15.2
FC(F)(F)c1cccc(Nc2nc(N3CCOCC3)nc(N3CCOCC3)n2)c1	16.9	27.9	-21.1	-16.1	16.9	11.9	-18.8	3.5
Cc1nc(C)n(C(C)CNC(=O)c2ccco2)n1 (stereo not drawn)	-6.3	-2.5	-41.3	-1.6	-3.0	-9.4	-11.6	-19.3
CCOC(=O)C1CCN(C(=O)COC(=O)c2ccc(Br)o2)CC1	-1.9	-4.0	18.3	-1.4	-3.1	3.5	22.2	-5.8
Cc1cc(NC(=O)CSc2nnc(-c3ccccc3)c(-c3ccccc3)n2)no1	0.4	19.0	4.0	0.7	-4.4	5.0	-2.8	59.9*
O=C(CNC(=O)c1cc(Cl)nc2ccccc12)Nc1ccccc1Br	-13.7	16.0	22.3	1.8	1.5	18.6	1.5	4.2
O=C(CN1C(=O)NC2(CCCC2)C1=O)Nc1cccc(Cl)c1	3.9	18.4	5.5	12.4	-0.9	6.1	47.6	9.1
The list goes on.
SMILES	Apaf-1 inh	CCR6 antag	697 NFkB inh	SENP8 block	EBI2 block	UBC13 inh	Gli-Sufu block	Jurkat NFkB inh
O=C(Oc1cccnc1)c1cccc(Cl)c1	-0.1	3.5	-1.3	-11.4	-8.6	-10.5	0.0	-4.9
Fc1ccc(NC(=S)NCc2ccc3c(c2)OCO3)cc1	-2.2	-0.8	-6.3	-0.2	4.7	-1.1	-7.2	1.1
Cc1c(C(=O)NC(=S)NCc2cccnc2)oc2ccccc12	-7.2	0.5	0.2	2.1	17.4	-9.8	-4.6	9.5
O=C(CN1CCc2cc3c(cc2C1)OCCCO3)Nc1ccc(F)cc1	0.7	5.0	-6.0	9.1	-3.2	6.9	14.2	-12.4
CC(C)NC(=O)CN(Cc1ccccc1)S(=O)(=O)c1ccccc1	-7.6	5.4	12.5	-2.9	-8.6	0.5	-5.1	1.4
CC(=O)Nc1ccc(NC(=O)c2ccc(COc3ccc(C)cc3)o2)cc1	4.5	8.8	-81.3	-7.5	-8.1	1.0	-57.0	-8.6
O=C(CCC(=O)N1CCN(S(=O)(=O)c2cccc(F)c2)CC1)c1cccs1	-5.2	-7.0	10.0	9.5	7.5	2.1	-4.2	6.1
COc1ccc(CCNC(=O)C(=O)c2c(C)n(C)c3ccccc23)cc1OC	-12.7	6.9	8.6	-7.0	-2.4	-0.9	2.9	-6.0
CC(C)(C)c1ccc(/C=C/C(=O)Nc2ncccn2)cc1	7.9	-25.8	-1.5	-12.6	-9.6	6.7	-65.4	-126.9
Cn1c(O)c(N=NC(=O)Cn2c(C(F)(F)F)nc3ccccc32)c2ccccc21	8.1	1.4	-26.1	-2.6	-4.5	-8.2	1.8	10.5
COCCn1c(SCCN2CCOCC2)nc2c1c(=O)[nH]c(=O)n2C	3.9	7.1	15.6	-0.2	0.6	-2.9	6.8	11.3
CN(C)S(=O)(=O)c1ccc(NC(=O)Cn2c(-c3ccccc3)noc2=O)cc1	-4.4	-2.1	15.0	-6.6	4.7	5.4	-18.8	7.2
COc1cc2cc(C(c3nnnn3C3CCCCC3)N(C)C3CCCCC3)c(=O)[nH]c2cc1OC (stereo not drawn)	18.0	-15.7	8.5	-12.2	36.1*	11.0	0.0	9.4
COc1ccc(C2=NOC(C(=O)Nc3ccc4c(c3)OCCO4)C2)cc1OC (stereo not drawn)	-0.8	3.3	10.7	6.2	0.6	-0.4	9.0	7.9
NC(=O)CC(NC(=O)Cc1ccc(Br)cc1)c1ccc(NCCN2CCOCC2)c([N+](=O)[O-])c1 (stereo not drawn)	-3.4	18.6	5.3	-11.9	-4.7	-48.6	-10.7	7.1
Cc1cc2[nH]cnc2c([N+](=O)[O-])c1C	8.9	2.8	1.6	-4.7	-11.6	-8.7	-15.8	-17.7
Cc1cc2c(=O)n(CC(=O)N3CCN(c4ccc(F)cc4)CC3)cnc2s1	8.1	18.9	1.8	-8.6	2.4	-6.3	4.5	-0.9
Cc1cccc(C(=O)OCC(=O)c2csc(N3CCCCC3)n2)c1[N+](=O)[O-]	8.6	10.3	0.3	2.1	-8.4	-0.8	-5.3	-8.6
C=CCn1c(COc2ccccc2)nc2ccccc21	0.1	14.1	-50.0	-8.8	2.7	-1.9	-10.0	-6.1
COc1ccc(CCn2nnnc2C(CC(C)C)N2CCC(C(N)=O)CC2)cc1OC (stereo not drawn)	-5.8	1.3	30.0	10.8	1.9	0.5	3.9	4.4
C=CCNC1=C(Cl)C(=O)N(Cc2ccccc2)C1=O	5.9	9.4	7.1	-7.6	1.2	6.8	15.8	10.9
O=C(c1ccc2noc(-c3ccccc3)c2c1)N1CCN(c2ccccc2)CC1	2.3	-4.1	-41.8	-0.3	11.6	-3.4	-1.5	23.9
O=C(Cc1ccc([N+](=O)[O-])cc1)Nc1cc(C(F)(F)F)cc(C(F)(F)F)c1	-14.9	4.9	-2.7	4.3	7.7	-7.6	2.1	15.7
COc1ccc(/C(C)=N/Nc2nccnc2Cl)cc1	-2.1	13.6	-22.9	-13.7	-8.4	-6.6	-32.5	-55.4
O=C(CCc1nc(-c2ccccc2F)no1)Nc1ccc(Oc2ccccc2)cc1	8.2	3.4	-9.3	-2.6	3.9	33.3	31.1	29.9

3 of these compounds in a different format.
C=CCNC1=C(Cl)C(=O)N(Cc2ccccc2)C1=O
- Apaf-1 inh = 5.9
- CCR6 antag = 9.4
- 697 NFkB inh = 7.1
- SENP8 block = -7.6
- EBI2 block = 1.2
- UBC13 inh = 6.8
- Gli-Sufu block = 15.8
- Jurkat NFkB inh = 10.9
O=C(c1ccc2noc(-c3ccccc3)c2c1)N1CCN(c2ccccc2)CC1
- Apaf-1 inh = 2.3
- CCR6 antag = -4.1
- 697 NFkB inh = -41.8
- SENP8 block = -0.3
- EBI2 block = 11.6
- UBC13 inh = -3.4
- Gli-Sufu block = -1.5
- Jurkat NFkB inh = 23.9
O=C(Cc1ccc([N+](=O)[O-])cc1)Nc1cc(C(F)(F)F)cc(C(F)(F)F)c1
- Apaf-1 inh = -14.9
- CCR6 antag = 4.9
- 697 NFkB inh = -2.7
- SENP8 block = 4.3
- EBI2 block = 7.7
- UBC13 inh = -7.6
- Gli-Sufu block = 2.1
- Jurkat NFkB inh = 15.7

Going on with the list:
SMILES	Apaf-1 inh	CCR6 antag	697 NFkB inh	SENP8 block	EBI2 block	UBC13 inh	Gli-Sufu block	Jurkat NFkB inh
CC(C)OCCCNC(=O)c1cc(-c2cccs2)nc2ccccc12	6.5	-1.5	-15.2	-3.2	-18.5	36.4	10.0	-26.2
Cc1cc(C(=O)NN)c(Cl)cc1Cl	-11.3	-5.2	16.5	-7.6	-1.6	-7.0	-0.2	6.6
Cc1sc2nc(CSc3nnc(Cc4cccs4)n3C3CCCCC3)[nH]c(=O)c2c1C	13.4	3.4	4.2	-6.7	10.2	-11.1	1.9	9.5
O=c1[nH]c2ccc(S(=O)(=O)NCc3ccccc3)cc2[nH]1	0.1	9.3	17.9	7.0	-12.2	6.4	-2.1	6.7
CC(=O)c1cccc(NC(=O)CN2CCc3cc4c(cc3C2)OCCCO4)c1	17.4	-2.7	5.7	-10.0	0.0	0.3	2.6	-9.0
CCCCCCSc1nsc(N)n1	13.2	8.1	-42.2	-3.3	-9.1	-2.7	-30.0	-11.2
CCN(CC(=O)Nc1ccccc1OC)C(=O)CN1C(=O)NC(C)(c2ccccc2)C1=O (stereo not drawn)	49.5*	12.9	11.5	-8.3	-9.4	14.0	-0.8	3.4
CN(C)C(=O)c1c2c(nc3ccccc13)-c1ccccc1CC2	9.9	-0.9	15.9	0.2	-15.1	-2.9	2.7	0.5
CC(=O)c1ccc2c(c1)N(C)c1ccccc1S2	16.0	4.0	-6.4	-2.6	7.7	5.2	1.5	-1.4
COC(=O)c1ccc2c(=O)n(CCCN3CCOCC3)c(=S)[nH]c2c1	-3.1	3.3	-36.3	-4.4	3.3	-15.3	3.2	-20.0
CCCS(=O)(=O)c1ccc(COC(=O)c2ccc(NC(C)=O)cc2)cc1	7.6	21.4	6.2	-10.6	-4.6	-1.2	-32.2	-12.7
CC(=O)N1CCN(C(=O)c2cc(S(=O)(=O)Nc3ccc(S(C)(=O)=O)cc3)ccc2Cl)CC1	-9.0	7.3	13.0	2.2	-4.1	6.0	-2.1	-9.1
O=C(CN(C(=O)CCC(=O)Nc1ccccn1)c1ccc2c(c1)OCO2)NCc1ccco1	-3.2	-7.1	-1.2	-2.2	-1.7	1.5	-4.9	-3.8
CC[C@@H](C)[C@H](NC(=O)CCc1c(C)c2cc3c4c(oc3c(C)c2oc1=O)CCCC4)C(=O)O	6.3	6.6	19.2	-1.7	-8.3	2.9	1.4	4.9
O=C(COc1ncnc2ccccc12)N1CCN(S(=O)(=O)c2ccccc2)CC1	6.3	-15.5	-5.5	-7.9	1.4	-6.8	0.0	-13.5

Some of these compounds in order of the CCR6 antag value, falling:
Compound	CCR6 antag	697 NFkB inh	EBI2 block	UBC13 inh	Jurkat NFkB inh
CCN(CC(=O)Nc1ccccc1OC)C(=O)CN1C(=O)NC(C)(c2ccccc2)C1=O (stereo not drawn)	12.9	11.5	-9.4	14.0	3.4
CC(=O)N1CCN(C(=O)c2cc(S(=O)(=O)Nc3ccc(S(C)(=O)=O)cc3)ccc2Cl)CC1	7.3	13.0	-4.1	6.0	-9.1
CC(=O)c1ccc2c(c1)N(C)c1ccccc1S2	4.0	-6.4	7.7	5.2	-1.4
Cc1cc(C(=O)NN)c(Cl)cc1Cl	-5.2	16.5	-1.6	-7.0	6.6

Compound activity: PubChem BioAssay, Sanford-Burnham Center for Chemical Genomics
